Source: PubChem BioAssay
VIM-2 inhibitor = blocks Pseudomonas aeruginosa VIM-2 metallo-beta-lactamase | purified VIM-2, nitrocefin hydrolysis, epi-absorbance fluorescence | inhibition, % at 5.6 µM | 0.89% of 290,000 active | AID 1527;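 active = inhibition above the mean of all tested compounds plus 3 SD, cutoff set per screening run, cut at about 7.5% in these data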;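 also: red hydrolysis product quenches plate fluorescence so inhibitors raise well fluorescence; 0% = enzyme with DMSO and 100% = DMSO without enzyme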
OXTR ag = agonists of human oxytocin receptor | activation, % at 3 µM | 0.32% of 320,000 active | P30559 | CHO-OTR cells, Fluo-8 calcium fluorescence; normalized: DMSO 0%, oxytocin 100% | AID 2435;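 active = activation above the mean of all tested compounds plus 3 SD, cutoff set per screening run, cut at about 20% in these data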;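 also: peak over basal fluorescence ratio from a 100 s FLIPR kinetic read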
HCV NS3 hel inh = inhibitors of Hepatitis C virus NS3 helicase | NS3 helicase DNA unwinding, Cy5 molecular beacon fluorescence | inhibition, % at 10.9 µM | 0.56% of 290,000 active | AID 1800;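 active = inhibition above the mean of all tested compounds plus 3 SD, set per campaign, cut at about 35% in these data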;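 also: 0% = DMSO wells and 100% = thioflavine S control wells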
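test system = hepatitis C virus NS3 helicase domain fragment enzyme | reagent = annealed dual-labelled DNA beacon duplex, ATP-started | times = 1 h at 25 °C | detection = Cy5 fluorescence, 0 and 60 min reads | read-out basis = percent inhibition from t60/t0 fluorescence ratio | control set = DMSO and thioflavine S | replication = one well per compound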
GalR3 antag = human GalR3 antagonism; 0.44% of 360,000 active; AID 651719; HEK293 GalR3-CNG cAMP membrane potential fluorescence; galR3 body fused to GalR1 C-terminus; inhibition, % at 3 µM; O60755;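 active = inhibition above the screen-wide average plus 3 SD, cut at about 13% in these data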;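 also: forskolin and galanin both at EC90 stimulate the cells; cAMP rise reported by CNG channel membrane potential dye signal; 0% = forskolin plus galanin with DMSO and 100% = forskolin alone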
V1R ag counter = activates human V1a receptor in oxytocin agonist counter-screen | activation, % at 3 µM | CHO-V1R cells, Fluo-8 calcium fluorescence, agonist mode; 0% DMSO, 100% 3 nM vasopressin | P37288 | 0.25% of 320,000 active;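 active = activation above the mean activation of all tested compounds plus 3 SD, per screening run, cut at about 20% in these data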;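 also: signal is peak over basal fluorescence ratio across a 100 second FLIPR read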
Target sequence (P37288 whole entry, looked up): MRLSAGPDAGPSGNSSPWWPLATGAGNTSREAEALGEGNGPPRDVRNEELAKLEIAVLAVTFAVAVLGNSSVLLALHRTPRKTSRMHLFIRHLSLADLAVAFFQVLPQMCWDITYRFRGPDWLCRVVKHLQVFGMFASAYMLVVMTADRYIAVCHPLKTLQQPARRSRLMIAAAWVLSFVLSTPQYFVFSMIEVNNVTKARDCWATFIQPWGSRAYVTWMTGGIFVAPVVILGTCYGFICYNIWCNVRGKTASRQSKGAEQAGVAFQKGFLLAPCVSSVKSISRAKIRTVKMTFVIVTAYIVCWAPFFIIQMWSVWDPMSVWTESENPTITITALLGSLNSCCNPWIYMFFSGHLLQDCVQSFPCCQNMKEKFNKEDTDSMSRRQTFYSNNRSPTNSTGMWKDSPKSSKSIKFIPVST
IMP-1 inhibitor = inhibitors of Pseudomonas aeruginosa IMP-1 metallo-beta-lactamase; purified IMP-1, nitrocefin hydrolysis, epi-absorbance fluorescence; inhibition, % at 5.6 µM; 0.45% of 290,000 active;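 active = inhibition above the mean plus 3 SD of all compounds in the same screening run, cut at about 4.5% in these data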;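 also: 0% = IMP-1 with DMSO and 100% = DMSO wells lacking enzyme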
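System: Purified recombinant IMP-1 metallo-beta-lactamase enzyme | Measured by: Fluorescence quenching readout, ex 480/em 530 nm | Replication: Singlicate | Incubation: 15 min preincubation plus 25 min reaction at 25 °C | Evaluation: Percent inhibition from optical density relative to buffer-blank wells | Benchmarks: DMSO with and without IMP-1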
FID counter = displaces DNA intercalator in HCV helicase counter-screen | DNA fluorescent intercalator displacement, fluorescence | inhibition, % at 7.9 µM | 0.17% of 290,000 active | AID 1845; in the data active = inhibition above about 37%;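 also: 0% = vehicle and 100% = reference compound; higher means more ethidium bromide displaced from hairpin DNA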
PHOSPHO1 inh = inhibitors of human PHOSPHO1 phosphatase; Q8TCT1; recombinant PHOSPHO1, absorbance phosphatase assay; inhibition, % at 13.3 µM; 1.1% of 290,000 active; in the data active = inhibition above about 60%
Target sequence (Q8TCT1 whole entry, looked up): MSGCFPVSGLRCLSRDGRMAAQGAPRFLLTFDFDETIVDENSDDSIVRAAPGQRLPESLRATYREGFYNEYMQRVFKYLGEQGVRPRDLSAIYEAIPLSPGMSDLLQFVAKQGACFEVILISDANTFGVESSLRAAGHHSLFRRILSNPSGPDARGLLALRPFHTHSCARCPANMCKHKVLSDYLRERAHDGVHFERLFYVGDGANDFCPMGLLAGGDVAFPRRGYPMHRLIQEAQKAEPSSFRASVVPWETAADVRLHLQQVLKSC
GPR7 antag = human neuropeptides B/W receptor 1 antagonism; 1.1% of 290,000 active; AID 1861; P48145; GPR7-expressing cells, fluorescence antagonist assay; inhibition, % at 4.4 µM; in the data active = inhibition above about 16%, passing the limit was not always enough;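 also: cells stimulated with the agonist NPW; 0% = agonist with vehicle and 100% = vehicle without agonist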
Target sequence (P48145 whole entry, looked up): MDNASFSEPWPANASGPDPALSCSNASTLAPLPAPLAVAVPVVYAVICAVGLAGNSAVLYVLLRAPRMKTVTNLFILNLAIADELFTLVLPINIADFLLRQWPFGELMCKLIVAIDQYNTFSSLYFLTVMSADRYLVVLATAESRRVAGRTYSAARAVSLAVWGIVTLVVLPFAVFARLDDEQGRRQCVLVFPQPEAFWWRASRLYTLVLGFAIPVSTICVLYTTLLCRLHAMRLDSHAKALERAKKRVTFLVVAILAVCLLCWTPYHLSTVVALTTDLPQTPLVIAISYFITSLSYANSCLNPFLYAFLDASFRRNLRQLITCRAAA
* marks the source's active call; other numbers are inactive results; . = no result given.

SMILES	VIM-2 inhibitor	OXTR ag	HCV NS3 hel inh	GalR3 antag	V1R ag counter	IMP-1 inhibitor	FID counter	PHOSPHO1 inh	GPR7 antag
N#Cc1c(N2C(=O)Nc3ccccc3N2O)sc2c1CCCC2	0.8	-0.1	9	-3	0.7	-3.2	-14	-7	-6
CCCCNS(=O)(=O)c1ccc(OC)c(Cl)c1Cl	-4.2	-1.7	-5	-7	-0.7	-2.5	-6	15	-11
CC(C)(C)NC(=O)C(c1ccncc1)N(C(=O)C1CSC(=O)C1)c1ccccc1 (stereo unspecified)	-3.9	0.2	5	0	0.0	-3.6	-4	34	-3
Cc1cc(C)c(C#N)c(Sc2nnnn2-c2ccccc2)n1	-4.2	-0.6	1	3	-1.3	-2.1	-4	-6	-15
CC(C)(C)NC(=O)c1oc2ccccc2c1COc1ccccc1	-3.0	-1.8	0	-6	-1.2	-3.2	-16	-13	26*
COc1ccc(NCC(=O)N/N=C/C2CCCCC2)cc1	-3.8	-0.1	4	-2	0.4	-1.5	-10	33	-12
Cc1cc(O)ccc1NC(=O)c1ccccc1	-1.2	0.7	7	3	0.0	-3.7	3	4	2
COc1cc(C(=O)NCCc2ccc(S(N)(=O)=O)cc2)cc(OC)c1OC	-4.8	1.7	1	-3	-0.1	-2.3	1	-4	-2
CCN(CC)S(=O)(=O)c1cc(OC)c(C)cc1C	-0.9	-2.3	0	-5	-0.9	0.2	-7	15	-1
CSc1nc(NCc2ccco2)c2ccccc2n1	-1.2	0.6	-3	2	1.9	-0.2	2	20	-8
Cc1c(N=Nc2ccc(O)cc2)c(=O)n(-c2ccccc2)n1C	-2.9	0.0	17	7	-0.1	-3.3	-20	13	1
CC(C)Cn1c(N)c(C(=O)COC(=O)CCc2nc3ccccc3s2)c(=O)n(C)c1=O	-1.7	15	-2	-3	11	-1.4	-40	-7	21
O=C(c1cccc(Cl)c1)N1CCC(N2CCC(C(=O)N3CCCC3)CC2)CC1	-1.7	0.1	-6	1	-0.2	-1.9	-8	32	-9
CNc1nc(-c2ccc3c(c2)CCN3C(=O)c2ccccc2F)cs1	-1.4	.	-6	-5	.	-2.3	-8	32	-2
COc1ccc(C(C)=O)cc1Cn1nc(C)c([N+](=O)[O-])c1C	1.8	-0.3	8	-6	-0.3	0.2	-2	-135	8
CCOc1ccc(CNC(=O)c2ccc(NC(=O)C3=CSCCO3)cc2)cc1	-1.3	2.3	5	-2	3.7	-3.3	-34	17	3
COc1ccccc1N(C)S(=O)(=O)c1ccc(C(=O)NC(C)(C)C)cc1	-5.1	-1.4	2	-4	0.1	-5.1	-22	11	8
COc1ccc(Br)cc1C(=O)Nc1ccc(O)cc1	1.7	0.4	1	-2	2.3	-3.4	-2	31	-1
CCOc1ccc(N(Cc2ccccc2F)C2=NC3CS(=O)(=O)CC3S2)cc1 (stereo unspecified)	-3.2	0.3	-12	.	0.4	-3.3	-13	16	-5
CCc1ccccc1NC(=O)CC1CS(=O)(=O)CC1CC(=O)Nc1ccccc1CC (stereo unspecified)	-2.0	-0.6	7	-7	-0.7	-0.6	2	15	-11
COC(=O)c1ccc(OCc2nc(N)nc(N3CCOCC3)n2)cc1	0.5	0.9	14	-1	2.7	-2.7	-11	1	-8
Cc1nnc(N(Cc2ccco2)C(=O)c2cccc(C#N)c2)s1	-2.9	1.0	-3	-4	0.6	-1.2	-1	-3	-1
COc1ccc(/C=N/Nc2ncnc(Cl)c2N)cc1OC	-2.6	6.7	-1	-1	0.9	-2.6	-2	0	-8
CC(C)NC(=O)Cn1c(SCC(=O)N2CCCc3ccccc32)nc2ccccc21	-0.7	-0.7	-5	-6	-1.1	-0.3	-3	6	7
COc1ccc(-n2nc(C(=O)NCC(=O)N3CCCC(C)C3)c3ccccc3c2=O)cc1 (stereo unspecified)	-2.9	-1.3	-1	-6	-0.4	-1.2	-31	10	-4
O=c1nc2ccccn2c2ccc(S(=O)(=O)N3CCCCC3)cc12	-0.9	0.1	7	-5	0.3	-3.1	-2	4	-11
NC(=O)NC(c1ccccc1)c1ccccc1F (stereo unspecified)	-1.9	-0.3	-3	-5	0.2	-1.4	-3	23	0
COC(=O)c1oc2nc(C)cc(C)c2c1N	15*	-0.9	9	-4	0.0	3.5	-6	38	-4
Cc1cc(C)cc(NC(=S)Nc2cccc3ccccc23)c1	-2.7	-0.8	-6	-2	-0.6	-1.0	-1	-1	-9
Cc1[nH][nH]c(=O)c1C=NCc1cccc(C(F)(F)F)c1	-2.2	0.8	-6	-5	1.0	-0.3	-2	20	-3
Nc1nc(Sc2c([N+](=O)[O-])cc(C(F)(F)F)cc2[N+](=O)[O-])n[nH]1	0.4	-0.3	-2	-7	-0.9	-1.4	4	-27	-10
CCc1cccc2c(=O)c(C(=O)N3CCCCCC3)c[nH]c12	-4.3	1.6	7	-6	0.2	-2.2	-2	-7	-13
Cc1cc(C)c(S(C)(=O)=O)c(Oc2ccc(C(C)(C)C)cc2)n1	-1.8	-2.3	2	1	1.0	-2.9	-22	20	7
COc1ccc(CNC(=O)C2CC(=O)N(C3CCCCC3)C2)cc1 (stereo unspecified)	-4.8	0.2	6	1	0.6	-3.8	-15	26	-1
c1ccc2c(N3CCCCC3)nc(N3CCCC3)nc2c1	11*	0.6	12	-5	1.9	-2.6	23	3	-4
O=C(CC(=O)c1cc(Cl)ccc1O)c1ccccc1	-3.9	-2.0	6	-8	-1.7	0.0	1	0	-8
CCN1CC(CN(C)Cc2cn(-c3ccc(C)cc3)nc2-c2cccc(C)c2)CC1=O (stereo unspecified)	-2.2	-1.1	-25	-5	-0.6	-1.3	10	40	-5
Cc1ccc(Cn2c(NCCc3ccccc3)nc3c2c(=O)n(C)c(=O)n3C)cc1	-4.1	-2.5	10	-5	-0.9	-1.0	2	0	-6
CC(C)C1CC(CCNCc2ccc(N(C)C)cc2)(c2ccccc2)CCO1 (stereo unspecified)	-1.2	0.5	-64	-6	1.7	-2.6	25	-6	9
CCC(=O)N(CC(=O)Nc1sc(C)c(C)c1C(N)=O)C1CCCCC1	-2.9	-1.6	2	-7	0.2	-3.3	-3	37	-14

Of the compounds above, 4 have an aryl thioether with sulfur outside any ring:
SMILES	VIM-2 inhibitor	OXTR ag	HCV NS3 hel inh	GalR3 antag	V1R ag counter	IMP-1 inhibitor	FID counter	PHOSPHO1 inh	GPR7 antag
Cc1cc(C)c(C#N)c(Sc2nnnn2-c2ccccc2)n1	-4.2	-0.6	1	3	-1.3	-2.1	-4	-6	-15
CSc1nc(NCc2ccco2)c2ccccc2n1	-1.2	0.6	-3	2	1.9	-0.2	2	20	-8
CC(C)NC(=O)Cn1c(SCC(=O)N2CCCc3ccccc32)nc2ccccc21	-0.7	-0.7	-5	-6	-1.1	-0.3	-3	6	7
Nc1nc(Sc2c([N+](=O)[O-])cc(C(F)(F)F)cc2[N+](=O)[O-])n[nH]1	0.4	-0.3	-2	-7	-0.9	-1.4	4	-27	-10

(list continues)
SMILES	VIM-2 inhibitor	OXTR ag	HCV NS3 hel inh	GalR3 antag	V1R ag counter	IMP-1 inhibitor	FID counter	PHOSPHO1 inh	GPR7 antag
COC(=O)C1CN(C(=O)COc2ccc(C)cc2)c2ccccc2O1 (stereo unspecified)	-0.8	-0.5	2	-8	1.4	-3.9	-18	.	6
CC(Nc1cc(=O)n(C)c(=O)[nH]1)c1ccccc1 (stereo unspecified)	-1.3	-0.8	4	-4	-0.4	-5.1	0	-10	-10
N#Cc1c(SC(C(=O)O)c2ccccc2)nc2c(c1-c1cccs1)CCCC2 (stereo unspecified)	-2.8	-1.8	19	-7	0.2	-3.1	-7	28	-8
CCOc1ccc(NC(=O)/C(C#N)=C/c2ccc(N3CCCC3)c(C)c2)cc1	-3.1	8.3	8	-9	6.1	-2.2	-6	-2	-13
Cc1ccc(C)c(NS(=O)(=O)c2c(C)ccc3nsnc23)c1	1.9	-1.8	-1	-3	-1.4	-2.5	-10	-25	-20
COc1ccccc1C(=O)Nc1nnc(-c2ccco2)s1	-2.4	-0.5	-5	-1	0.6	-4.0	-15	38	-3
O=C(NC1CCN(Cc2ccccc2)CC1)C12CC3CC(CC(C3)C1)C2	-1.1	2.8	-7	-4	1.9	-1.9	3	-19	-1
Cc1ccnc(NC(=O)c2cccc(S(=O)(=O)N3CCCC3)c2)c1	3.2	-0.7	21	-4	1.1	1.7	-15	33	8
COc1ccc(C(=O)c2ccc(OC)c(Br)c2)cc1Br	-1.1	-0.5	14	-6	0.5	-3.1	-12	-7	1
O=C(NNc1ccccc1Br)C(O)(c1cccc(C(F)(F)F)c1)c1cccc(C(F)(F)F)c1	-2.2	-0.3	7	-2	0.6	-3.0	-2	6	-1
CC(C)(C)NC(=O)CN(Cc1cccs1)C(=O)c1csnn1	-1.2	0.2	-3	2	0.5	-2.3	2	-14	-1
COc1ccc(-n2ncc3c(SCC(=O)NNC(C)=O)ncnc32)cc1	-4.7	3.2	6	-11	5.7	-2.8	-8	28	2
Cc1cc(=O)[nH]c(NCCO)n1	-1.7	-0.2	1	-3	1.4	0.4	2	27	-11
O=C(N/N=C/c1sc(=O)n(Cc2ccc(Br)cc2)c1Cl)c1ccco1	1.6	0.5	14	-6	2.0	24*	-39	7	10
CCCNc1ccc(C(=O)OCC)cc1[N+](=O)[O-]	-0.2	-2.1	-4	-1	-1.0	-1.5	9	0	12
O=C(CSc1ncn[nH]1)N/N=C/c1ccc(C(F)(F)F)cc1	0.0	-1.0	-1	6	0.8	-3.4	-6	18	-11
Cc1ccc2[nH]c(C(=O)N3CCC(C(N)=O)CC3)cc2c1	1.3	-0.3	3	-7	-0.5	-0.6	-2	13	-17
CCOc1ccc(-c2nc(C#N)c(NC3CC3)o2)cc1	-0.8	7.8	-1	.	-1.2	1.7	-1	22	19
CC(C)(C)N=C1SCC(C)(/C=N/O)S1 (stereo unspecified)	-2.9	-1.0	3	-3	-0.6	-1.9	-4	-2	-3
CSc1sc(C)cc1/C=N/O	0.9	-1.5	12	-3	-0.6	1.5	0	2	3

A different layout for part of the listing above.
molecule: CC(C)(C)NC(=O)CN(Cc1cccs1)C(=O)c1csnn1
  VIM-2 inhibitor: -1.2	OXTR ag: 0.2	HCV NS3 hel inh: -3	GalR3 antag: 2	V1R ag counter: 0.5	IMP-1 inhibitor: -2.3	FID counter: 2	PHOSPHO1 inh: -14	GPR7 antag: -1
molecule: COc1ccc(-n2ncc3c(SCC(=O)NNC(C)=O)ncnc32)cc1
  VIM-2 inhibitor: -4.7	OXTR ag: 3.2	HCV NS3 hel inh: 6	GalR3 antag: -11	V1R ag counter: 5.7	IMP-1 inhibitor: -2.8	FID counter: -8	PHOSPHO1 inh: 28	GPR7 antag: 2
molecule: Cc1cc(=O)[nH]c(NCCO)n1
  VIM-2 inhibitor: -1.7	OXTR ag: -0.2	HCV NS3 hel inh: 1	GalR3 antag: -3	V1R ag counter: 1.4	IMP-1 inhibitor: 0.4	FID counter: 2	PHOSPHO1 inh: 27	GPR7 antag: -11
molecule: O=C(N/N=C/c1sc(=O)n(Cc2ccc(Br)cc2)c1Cl)c1ccco1
  VIM-2 inhibitor: 1.6	OXTR ag: 0.5	HCV NS3 hel inh: 14	GalR3 antag: -6	V1R ag counter: 2.0	IMP-1 inhibitor: 24*	FID counter: -39	PHOSPHO1 inh: 7	GPR7 antag: 10
